# Assay outcomes from PubChem.
# EPAC2 antag – blocks human EPAC2 exchange factor. EPAC2 GEF exchange of Rap1B-BODIPY-GDP, fluorescence. Potency, µM (series often up to 114 µM), without a hit: at the top dose activity, negative = inhibition, hits mostly inhibitors. 360,000 tested, 0.18% active. AID 720708; note: potency is the fitted concentration of half-maximal effect; % is set by controls: 0 for no effect and ±100 for the full control effect; nearly all actives have a fitted effect of over 45% in size; many of its hits are not listed in these tables
# pAkt inh – blocks phosphorylation of Akt | Neuro2A IGF-stimulated pAkt S473 HTRF, 20 min; active compounds read low | activity change, % for hits at 50 µM | 360,000 tested, 0.32% active; in the data active = activity change below about -80%; inconclusive = mostly about -51% to -80%; note: % is set by controls: 0 for no effect and ±100 for the full control effect
#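 Single-point screen (50 µM final compound) in Neuro2A cells stimulated 20 min with 6 nM IGF at 37 deg C. After lysis, Ser473-phosphorylated Akt read by HTRF (ex 330 nm, em 615/665 nm) as the 665/615 ratio.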
# CCT modulator – modulators of cytosolic chaperonin (CCT/TRiC) activity | 360,000 tested, 0.3% active | activity change, % (test concentration not listed), hits read low | purified chaperonin ATPase assay, HTRF ADP detection, 30 min; in the data active = activity change below about -30%; note: % is set by controls: 0 for no effect and ±100 for the full control effect
#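 TRiC (40 or 20 nM final, by batch activity) in 30 mM Tris pH 7.4, 100 mM KCl, 5 mM MgCl2, 1 mM DTT was treated with compound at 76 uM single dose, then 10 uM ATP, 30 min at 37 °C. ADP was read by HTRF Transcreener.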
# Mm-Cpn inhibitor – blocks the Methanococcus maripaludis chaperonin Mm-Cpn. Potency, µM (series often up to 76.9 µM), inactives show at the highest dose activity, negative = inhibition, actives largely listed as inhibitors. purified Mm-Cpn ATPase, ADP Transcreener TR-FRET. AID 504842. 330,000 tested, 0.031% active; note: potency is the fitted concentration of half-maximal effect; % is set by controls: 0 for no effect and ±100 for the full control effect; nearly all actives have a fitted effect of over 80% in size
#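 ATPase turnover read by TR-FRET ADP competition (Eu cryptate antibody/ADP-d2, 665/590 nm): 10uM ATP final, 25nM Mm-CPN final, 30 min 37degC after 10-min compound preincubation, pH 7.4 Tris/KCl/MgCl2/DTT buffer.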
# EPAC2 ag – activates human EPAC2 exchange factor; Q8WZA2; EPAC2 activation, biochemical qHTS; response scale: 100% = 6.5 mM cAMP response; Potency, µM (titrated, usually from 154 µM), without a hit: at the highest dose activation, most hits filed as activators; 360,000 tested, 0.079% active; AID 720711; note: potency is the fitted concentration of half-maximal effect; nearly all actives have a fitted effect of over 50% in size
#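 Compounds were added across a concentration range to EPAC2 (100 nM), RAP1B-BODIPY-GDP (250 nM) and GDP (50 uM). After 5 min at room temperature, fluorescence was recorded at 5-min intervals for 30 min.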
# DRD3 antagonist – D3 dopamine receptor (human) antagonism; P35462; D3R cells, DiscoveRx beta-arrestin luminescence, antagonist mode; active compounds read low; max response, negative = inhibition, %; 360,000 tested, 2.5% active; AID 652054; in the data active = max response below about -50%; inconclusive = no clear call, values can overlap the other calls; note: % is set by controls: 0 for no effect and ±100 for the full control effect; mostly tested at two doses, the higher about 12 µM
# Target sequence (P35462 whole entry, looked up): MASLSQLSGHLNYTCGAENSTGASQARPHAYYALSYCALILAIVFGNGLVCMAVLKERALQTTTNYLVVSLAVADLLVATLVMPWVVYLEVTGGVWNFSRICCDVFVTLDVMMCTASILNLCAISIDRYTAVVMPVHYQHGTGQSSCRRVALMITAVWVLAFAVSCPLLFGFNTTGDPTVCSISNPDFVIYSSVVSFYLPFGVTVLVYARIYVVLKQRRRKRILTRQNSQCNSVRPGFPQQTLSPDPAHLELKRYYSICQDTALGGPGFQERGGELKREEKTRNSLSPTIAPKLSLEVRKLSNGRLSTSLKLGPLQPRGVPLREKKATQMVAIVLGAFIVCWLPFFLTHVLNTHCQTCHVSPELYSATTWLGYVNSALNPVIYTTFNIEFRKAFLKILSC
#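 Cells plated overnight at 1500 cells/well, then exposed to library compounds with dopamine controls for 90 minutes at 37 degrees C. DiscoveRx reagent added for 30–60 minutes at room temperature; luminescence read, quantitative HTS format.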
# DRD3 agonist – D3 dopamine receptor (human) agonism; P35462; D3R DiscoveRx beta-arrestin cells, luminescence, 90 min; max activation, %; 410,000 tested, 0.58% active; AID 652048; in the data active = max activation above about 30%; note: 0% is about no effect; mostly tested at two doses, the higher about 12 µM
#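 Cells at 1500/well, incubated overnight, then treated with pinned compounds (dopamine as control) for 90 min at 37 degrees C. DiscoveRx reagent added for 30 - 60 minutes at room temperature; luminescence read.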
# PTHR1 agonist – agonists of human PTHR1 parathyroid hormone receptor; Potency, µM (top dose mostly 115 µM), for inactives: at the highest dose activation, most hits filed as activators; 410,000 tested, 0.075% active; HEK293 GP2 PTHR1 cells, GloSensor cAMP luminescence, 1 h; note: potency is the fitted concentration of half-maximal effect; nearly all actives have a fitted effect of over 55% in size; some results filed as inactive show a strong effect at the top dose; inactives centre near -15; many of its hits are not listed in these tables
# Target sequence (Q03431 whole entry, looked up): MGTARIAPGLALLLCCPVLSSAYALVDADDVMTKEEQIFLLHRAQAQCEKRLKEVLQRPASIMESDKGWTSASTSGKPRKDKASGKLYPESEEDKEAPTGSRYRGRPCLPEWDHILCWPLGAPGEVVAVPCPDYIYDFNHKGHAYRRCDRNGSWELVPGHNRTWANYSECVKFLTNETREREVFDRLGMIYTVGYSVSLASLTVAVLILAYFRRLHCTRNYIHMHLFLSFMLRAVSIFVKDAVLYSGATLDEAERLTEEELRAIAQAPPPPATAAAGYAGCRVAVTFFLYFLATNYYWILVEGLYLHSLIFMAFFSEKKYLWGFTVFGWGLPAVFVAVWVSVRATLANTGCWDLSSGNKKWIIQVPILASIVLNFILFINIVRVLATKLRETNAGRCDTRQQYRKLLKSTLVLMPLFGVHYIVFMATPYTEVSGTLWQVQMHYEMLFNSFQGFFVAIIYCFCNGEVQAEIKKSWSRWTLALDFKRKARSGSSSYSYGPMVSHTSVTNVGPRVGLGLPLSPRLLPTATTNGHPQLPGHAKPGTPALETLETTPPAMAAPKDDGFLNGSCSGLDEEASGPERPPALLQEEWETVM
#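 HEK-293-derived GP2 cells expressing PTHR1 and a GloSensor cAMP reporter, 3,000/well, plated overnight, given luciferin plus IBMX (each 0.5 mM as added) for 1 h at 37 °C, then compound for 1 h at 37 °C. Luminescence was read after 15 min at room temperature.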
# * = called active by the depositor; i = inactive; ? = inconclusive; . = no result given; & = joins results of further samples; [ ] = another dose, or the depositor's remark. Unless noted, calls come from the whole dose curve; as a rule, active = well fitted curve in the direction sought with a large enough effect; inconclusive = small, poorly fitted or top-dose-only effect, or another doubt; inactive = no such curve, though single readings can be large; an effect the other way counts as inactive or inconclusive.
SMILES,EPAC2 antag,pAkt inh,CCT modulator,Mm-Cpn inhibitor,EPAC2 ag,DRD3 antagonist,DRD3 agonist,PTHR1 agonist
Cc1cc(Nc2ccccc2)nc(NCc2ccccc2)n1,-21%,i,-0.3,10%,0%,?,-9,i
CCc1nnc(NC(=O)C2CCC(CNc3c(N4CCCCC4)c(=O)c3=O)CC2)s1 (configuration not stated),10%,i,1.1,3%,-2%,1,-3,i
CCc1nnc(NC(=O)Cc2ccc(Br)cc2)s1,-2%,i,-3.5,0%,-7%,-8,-4,-4%
O=C(CCCN1C(=O)c2ccccc2C1=O)N1CCOCC1,-4%,i,1.1,0%,4%,6,5,i
Cc1ccc(C)c(S(=O)(=O)N2CCCOC2CNC(=O)C(=O)NCCC2=CCCCC2)c1 (configuration not stated),5%,i,-2.7,0%,4%,0,4,-32%[inhibitor]
COc1cccc(NC(=O)Nc2nnc(Cc3ccc(F)cc3)s2)c1,15%,i,1.8,1%,13%,4,-3,i
CCCCn1nc(C(=O)N(CC)CC(=O)Nc2c(F)cccc2F)c2ccccc2c1=O,-3%,i,-1.4,-1%,-5%,12,0,i
CC(C)CNC(=S)N1CCC(C(=O)c2ccc(Cl)cc2)CC1,5%,i,1.7,.,14%,-23,2,-35%[inhibitor]
O=C(CN1C(=O)NC2(CCCC2)C1=O)N1CCN(S(=O)(=O)c2ccccc2)CC1,7%,i,-0.2,3%,-15%,21,-14,i
COc1ccccc1C(=O)COC(=O)COc1cccc2c1OC(C)(C)C2,4%,i,-0.9,-2%,6%,-66*,-19,-24%

# For reference, part of the list above.
SMILES,EPAC2 antag,pAkt inh,CCT modulator,Mm-Cpn inhibitor,EPAC2 ag,DRD3 antagonist,DRD3 agonist,PTHR1 agonist
Cc1cc(Nc2ccccc2)nc(NCc2ccccc2)n1,-21%,i,-0.3,10%,0%,?,-9,i
CCc1nnc(NC(=O)C2CCC(CNc3c(N4CCCCC4)c(=O)c3=O)CC2)s1 (configuration not stated),10%,i,1.1,3%,-2%,1,-3,i

# Random excerpt: 7 compounds from above
SMILES,EPAC2 antag,pAkt inh,CCT modulator,Mm-Cpn inhibitor,EPAC2 ag,DRD3 antagonist,DRD3 agonist,PTHR1 agonist
Cc1ccc(C)c(S(=O)(=O)N2CCCOC2CNC(=O)C(=O)NCCC2=CCCCC2)c1 (configuration not stated),5%,i,-2.7,0%,4%,0,4,-32%[inhibitor]
O=C(CCCN1C(=O)c2ccccc2C1=O)N1CCOCC1,-4%,i,1.1,0%,4%,6,5,i
O=C(CN1C(=O)NC2(CCCC2)C1=O)N1CCN(S(=O)(=O)c2ccccc2)CC1,7%,i,-0.2,3%,-15%,21,-14,i
CCc1nnc(NC(=O)C2CCC(CNc3c(N4CCCCC4)c(=O)c3=O)CC2)s1 (configuration not stated),10%,i,1.1,3%,-2%,1,-3,i
COc1ccccc1C(=O)COC(=O)COc1cccc2c1OC(C)(C)C2,4%,i,-0.9,-2%,6%,-66*,-19,-24%
Cc1cc(Nc2ccccc2)nc(NCc2ccccc2)n1,-21%,i,-0.3,10%,0%,?,-9,i
CCc1nnc(NC(=O)Cc2ccc(Br)cc2)s1,-2%,i,-3.5,0%,-7%,-8,-4,-4%

# Following part
SMILES,EPAC2 antag,pAkt inh,CCT modulator,Mm-Cpn inhibitor,EPAC2 ag,DRD3 antagonist,DRD3 agonist,PTHR1 agonist
COc1cc(C(C(=O)NC(C)(C)C)N(C(=O)CNC(=O)c2cccs2)c2ccc(C(C)C)cc2)cc(OC)c1OC (configuration not stated),-26%,i,-0.6,-2%,-7%,6,3,i
CCCNC(=O)C1(C)CCN(C(=O)Cc2ccc3ccccc3c2)C1 (configuration not stated),0%,i,-3.4,.,2%,-26,-7,-4%
CO/N=C/CC(=O)c1ccc(OC)cc1,-12%,i,-5.2,-3%,0%,-13,11,i
CC1CCCN(C(=O)CCNC(=O)c2ccccc2Cl)C1 (configuration not stated),4%,i,1.6,-2%,9%,4,2,i
O=C1c2ccccc2CN1CCNS(=O)(=O)c1ccc(Cl)cc1,-3%,i,-0.3,1%,-9%,-15,-8,i
CC(=O)Nc1ccc(S(=O)(=O)N2CCC(c3nnc(-c4ccc(C)cc4)o3)CC2)cc1,2%,i,1.1,0%,5%,4,1&2,-9%&-47%
CN(C)C(/C=C/Nc1ccccc1F)=C(C#N)C#N,1%,i,-0.3,-4%,3%,2,-6,-11%[57.5 µM]
CCc1cc(C(=O)OC)c(NC(=O)CC2SC(N)=NC2=O)s1 (configuration not stated),-9%,i,-1.0,1%,5%,-3,-12,i
CC(C)Nc1nc(NC(C)C)nc(NS(=O)(=O)c2ccc(N)cc2)n1,-3%,.,-1.1,-1%,9%,28,1,-11%
COc1ccc(OC)c(NC(=O)c2cc3oc4ccccc4c3cc2O)c1,-1%,i,0.6,-4%,3%,24,7,-22%
OCCN1CCN(CC(O)COC(c2ccc(F)cc2)c2ccc(F)cc2)CC1 (configuration not stated),2%,i,-4.8,0%,4%,-20,-12,i
COC(=O)N/N=C/c1cc([N+](=O)[O-])cc(Br)c1O,-3%,i,1.2,3%,-6%,-98*,-15,-3%
Cc1ccc(S(=O)(=O)N2CCC(C(=O)OCC(=O)N(C)c3ccccc3)CC2)cc1C,-5%,i,-3.3,3%,1%,20,2,-21%
COc1ccc(Cl)cc1CC=NNC(=O)c1ccncc1,11%,i,1.3,.,3%,-3,0,i
O=C(OCC(=O)N1CCCc2ccccc21)c1c(F)cccc1F,-7%,i,-2.0,2%,12%,-2,-14,-27%
O=S(=O)(c1ccc(N2CC=C(c3ccccc3)CC2)nc1)N1CCCC1,9%,i,-2.3,2%,5%,2,-16,-27%[57.5 µM]
COc1ccc(NC(=O)c2ccc3c(c2)S(=O)(=O)N=C2CCCCCN23)cc1S(N)(=O)=O,6%,i,1.5,.,4%,9,4,-35%
CCC(O)C(C)(C)C (configuration not stated),-15%,.,0.6,5%,6%,3,18,-4%
CSc1ccccc1OCc1cc(C(=O)N(C)CC2COCCO2)no1 (configuration not stated),-4%,i,-1.3,1%,2%,-4,-11,i
Cc1ccc2[nH]c(=O)c(CN(Cc3cccnc3)Cc3nnnn3CC3CCCO3)cc2c1 (configuration not stated),1%,i,-0.2,-1%,10%,-1,4,i
NC(=S)N/N=C/c1ccc(C(F)(F)F)cc1,0%,i,-2.7,-3%,-5%,-16,-8,-51%[inhibitor]
CC(C)Nc1nc(Nc2ccc(Cl)cc2F)c2sccc2n1,-21%,i,0.1,.,9%,25,5,-18%
COc1ccc(NC(=O)C2CC(c3ccccc3O)=NO2)cc1OC (configuration not stated),21%,i,0.4,-1%,-4%,3,-16,i
O=[N+]([O-])c1cc(/C=N/O)ccc1SCc1ccccc1Cl,-11%,i,1.4,1%,15%,8,11,-6%[57.5 µM]
CCCN(CC(=O)Nc1ccccc1OC)C(=O)c1ccc(S(=O)(=O)Nc2ccccc2OC)cc1,-4%,i,2.2,.,9%,-2,2,-34%[inhibitor]
O=C(C1=C(O)C(=O)N(CCN2CCOCC2)C1c1ccccn1)c1cccs1 (configuration not stated),3%,i,0.7,-3%,-1%,?,-4,i
COC(=O)CSc1nc2sc3c(c2c(=O)n1-c1ccccc1)CCN(C)C3,-9%,i,-0.2,-8%,10%,-9,0,9%
Cc1nc2ccccc2nc1SCC(=O)c1ccccc1,-2%,i,-0.5,-2%,7%,19,3,-38%[inhibitor]
O=C(CNC(=O)c1ccc(Br)o1)NCC1CCCO1 (configuration not stated),-2%,i,0.5,0%,9%,6,-7,i
CC1(C)CC(=O)C2=C(C1)Nc1[nH]c(=S)[nH]c(=O)c1C2c1ccccc1 (configuration not stated),6%[57.1 µM],i,2.5,0%,28%,4,-10,-1%[57.5 µM]
COC(=S)Nc1cccc(C(F)(F)F)c1,0%,i,2.7,1%,6%,5,-3,i
CN(C)S(=O)(=O)c1ccc(C(=O)NCc2nc3ccccc3s2)cc1,9%,i,1.7,-1%,0%,8,-2,-8%
C[C@@H]1CN([C@@H](C)CO)C(=O)CCCn2nncc2CO[C@H]1CN(C)S(=O)(=O)c1ccc2c(c1)OCCCO2,-2%,i,-1.6,.,14%,27,5,-23%
CC(=O)Nc1sc(N/N=C\c2cccc(Cl)c2)nc1-c1cccs1,16%,i,1.5,-1%,0%,0,-21,-18%
Cc1ccccc1N1CCN(C2CCCN(C(=O)CCN3CCCCC3=O)C2)CC1 (configuration not stated),4%,i,-3.6,4%,7%,3,-3,-6%
CCC1=NN2C(=N)/C(=C\c3cccn3-c3c(C)cccc3C)C(=O)N=C2S1,-22%,i,-1.4,-3%,-3%,11,16,-70%[inhibitor]

# These rows are one share of the data; the hit share may differ from the screen's.
